Pin1 inhibitor = blocks the human prolyl isomerase Pin1 | Potency, µM (highest dose often 115 µM), for inactives: at the highest dose activity, negative = inhibition, actives largely listed as inhibitors | Q13526 | hit rate 0.009% among 390,000 | Pin1 FP peptide displacement, HiFluor488, 10 min | AID 504891; active = well fitted inhibition curve with a large enough effect in the polarisation, with a control signal flat, not every such curve was filed as active; inconclusive = small, poorly fitted or top-dose-only effect, or effect the other way, or a change in a side signal; inactive = no such curve, though single readings can be large or run the other way; the % refers to the polarisation; note: potency is the fitted concentration of half-maximal effect; % is set by controls: 0 for no effect and ±100 for the full control effect
ERG Ets-DNA blk = inhibitors of human ERG Ets domain-DNA interaction | P11308 | fluorescence polarization, His-ERG Ets domain / labelled DNA | Potency, µM (doses to about 76.9 µM), for the others: top-dose FP activity, negative = inhibition, usual class: inhibitors | hit rate 0.028% among 370,000 | AID 624246; active = well fitted inhibition curve with a large enough effect in the polarisation, with a control signal flat; inconclusive = small, poorly fitted or top-dose-only effect, or effect the other way, or a change in a side signal; inactive = no such curve, though single readings can be large or run the other way; the % refers to the polarisation;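 note: polarization taken with two DNA probes labelled with fluorescein and Texas red; potency is the fitted concentration of half-maximal effect; % of control where 0% means no effect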
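His-tagged ERG Ets domain (1 uM in the protein solution; 300mM KCl, 50mM Tris-HCl, 1mM EDTA, 1mM DTT, pH 7.5) received compound, then a probe mix of 5 nM fluorescein-DNA and 100nM Texas-615-DNA. Fluorescence polarization was read for both dyes.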
JMJD2A Tudor = inhibitors of human JMJD2A Tudor domain. O75164. AlphaScreen JMJD2A-Tudor / H3K4me3 peptide binding. Potency, µM (doses to about 114 µM), for inactives: at the highest dose activity change, negative = inhibition, most hits filed as inhibitors. hit rate 4.4% among 390,000. AID 504339; note: potency is the fitted concentration of half-maximal effect; % is set by controls: 0 for no effect and ±100 for the full control effect; nearly all actives have a fitted effect of over 50% in size
GLS inh = inhibitors of human glutaminase (GLS); O94925; GLS enzymatic activity, qHTS titration; Potency, µM (titrated, usually from 45.5 µM), without a hit: at the top dose activity change, negative = inhibition, most hits filed as inhibitors; hit rate 0.21% among 410,000; AID 624170; note: potency is the fitted concentration of half-maximal effect; % is set by controls: 0 for no effect and ±100 for the full control effect
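Read-out is an Amplex red fluorescence increase coupled through glutamate oxidase and HRP, measured before and after 30 min room-temperature incubation. hKGA is in 45 mM KH2PO4 (pH 8.2) with 0.02% Tween-20; glutamine added as 1mM solution.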
Tb PGK inh = inhibitors of T. brucei phosphoglycerate kinase. P07378. PGK/GAPDH coupled, Kinase-Glo luminescence, 60 min. Potency, µM (doses to about 57.5 µM), for the others: top-dose activity change, negative = inhibition, actives largely listed as inhibitors. hit rate 0.043% among 380,000. AID 602233; note: potency is the fitted concentration of half-maximal effect; % is set by controls: 0 for no effect and ±100 for the full control effect; nearly all actives have a fitted effect of over 60% in size
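Luminescent ATP detection (Kinase-Glo Plus) follows a 60-minute room-temperature incubation, with wells lacking PGK as controls. Buffer: 100 mM TEA (pH 7.6), 5 mM MgCl2, 0.01% Tween-20. Coupling enzyme GAPDH (100 nM final) supplies unstable 1,3-BPG in-well.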
PI4K2A block = PI4K2A (human) kinase inhibition; Q9BTU6; activity change, negative = inhibition, % at 76.9 µM; hit rate 0.13% among 420,000; purified PI4K2A, ADP-Glo luminescence, 1 h; active compounds read low; in the data active = activity change below about -50%; inconclusive = mostly about -30% to -49%;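 note: -100% = wells without enzyme as full effect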
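PI4K2A activity was measured by ADP-Glo luminescence: enzyme (4 ug/mL stock) and phosphatidylinositol (1.2 mM stock) in Tris pH 7.5/MgCl2/EGTA/Triton X-100 buffer were reacted with ATP (300 microM stock) for one hour at ambient temperature.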
G9a block = G9a (human) methyltransferase inhibition | G9a H3K9 monomethylation, AlphaScreen, 2 h | Potency, µM (top dose mostly 102 µM), for the others: at the top dose activity, negative = inhibition, most hits filed as inhibitors | hit rate 8.8% among 350,000 | Q96KQ7 | AID 504332; note: potency is the fitted concentration of half-maximal effect; % is set by controls: 0 for no effect and ±100 for the full control effect; nearly all actives have a fitted effect of over 75% in size
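Chemiluminescent proximity detection of H3K9 monomethylation, read after 10 min bead incubation in the dark. Reaction: 20 nM G9a, 500 nM biotin-H3K9 peptide, 20 uM SAM cofactor, 2 h, room temperature, following 15 min enzyme-compound preincubation.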
BAZ2B inh = BAZ2B (human) inhibition; AlphaScreen BAZ2B-H3K14Ac peptide displacement; Q9UIF8; AID 504333; Potency, µM (titrated, usually from 114 µM), inactives show at the highest dose activity change, negative = inhibition, usual class: inhibitors; hit rate 4.4% among 360,000; note: potency is the fitted concentration of half-maximal effect; % is set by controls: 0 for no effect and ±100 for the full control effect; nearly all actives have a fitted effect of over 60% in size
Target sequence (Q9UIF8 whole entry, looked up): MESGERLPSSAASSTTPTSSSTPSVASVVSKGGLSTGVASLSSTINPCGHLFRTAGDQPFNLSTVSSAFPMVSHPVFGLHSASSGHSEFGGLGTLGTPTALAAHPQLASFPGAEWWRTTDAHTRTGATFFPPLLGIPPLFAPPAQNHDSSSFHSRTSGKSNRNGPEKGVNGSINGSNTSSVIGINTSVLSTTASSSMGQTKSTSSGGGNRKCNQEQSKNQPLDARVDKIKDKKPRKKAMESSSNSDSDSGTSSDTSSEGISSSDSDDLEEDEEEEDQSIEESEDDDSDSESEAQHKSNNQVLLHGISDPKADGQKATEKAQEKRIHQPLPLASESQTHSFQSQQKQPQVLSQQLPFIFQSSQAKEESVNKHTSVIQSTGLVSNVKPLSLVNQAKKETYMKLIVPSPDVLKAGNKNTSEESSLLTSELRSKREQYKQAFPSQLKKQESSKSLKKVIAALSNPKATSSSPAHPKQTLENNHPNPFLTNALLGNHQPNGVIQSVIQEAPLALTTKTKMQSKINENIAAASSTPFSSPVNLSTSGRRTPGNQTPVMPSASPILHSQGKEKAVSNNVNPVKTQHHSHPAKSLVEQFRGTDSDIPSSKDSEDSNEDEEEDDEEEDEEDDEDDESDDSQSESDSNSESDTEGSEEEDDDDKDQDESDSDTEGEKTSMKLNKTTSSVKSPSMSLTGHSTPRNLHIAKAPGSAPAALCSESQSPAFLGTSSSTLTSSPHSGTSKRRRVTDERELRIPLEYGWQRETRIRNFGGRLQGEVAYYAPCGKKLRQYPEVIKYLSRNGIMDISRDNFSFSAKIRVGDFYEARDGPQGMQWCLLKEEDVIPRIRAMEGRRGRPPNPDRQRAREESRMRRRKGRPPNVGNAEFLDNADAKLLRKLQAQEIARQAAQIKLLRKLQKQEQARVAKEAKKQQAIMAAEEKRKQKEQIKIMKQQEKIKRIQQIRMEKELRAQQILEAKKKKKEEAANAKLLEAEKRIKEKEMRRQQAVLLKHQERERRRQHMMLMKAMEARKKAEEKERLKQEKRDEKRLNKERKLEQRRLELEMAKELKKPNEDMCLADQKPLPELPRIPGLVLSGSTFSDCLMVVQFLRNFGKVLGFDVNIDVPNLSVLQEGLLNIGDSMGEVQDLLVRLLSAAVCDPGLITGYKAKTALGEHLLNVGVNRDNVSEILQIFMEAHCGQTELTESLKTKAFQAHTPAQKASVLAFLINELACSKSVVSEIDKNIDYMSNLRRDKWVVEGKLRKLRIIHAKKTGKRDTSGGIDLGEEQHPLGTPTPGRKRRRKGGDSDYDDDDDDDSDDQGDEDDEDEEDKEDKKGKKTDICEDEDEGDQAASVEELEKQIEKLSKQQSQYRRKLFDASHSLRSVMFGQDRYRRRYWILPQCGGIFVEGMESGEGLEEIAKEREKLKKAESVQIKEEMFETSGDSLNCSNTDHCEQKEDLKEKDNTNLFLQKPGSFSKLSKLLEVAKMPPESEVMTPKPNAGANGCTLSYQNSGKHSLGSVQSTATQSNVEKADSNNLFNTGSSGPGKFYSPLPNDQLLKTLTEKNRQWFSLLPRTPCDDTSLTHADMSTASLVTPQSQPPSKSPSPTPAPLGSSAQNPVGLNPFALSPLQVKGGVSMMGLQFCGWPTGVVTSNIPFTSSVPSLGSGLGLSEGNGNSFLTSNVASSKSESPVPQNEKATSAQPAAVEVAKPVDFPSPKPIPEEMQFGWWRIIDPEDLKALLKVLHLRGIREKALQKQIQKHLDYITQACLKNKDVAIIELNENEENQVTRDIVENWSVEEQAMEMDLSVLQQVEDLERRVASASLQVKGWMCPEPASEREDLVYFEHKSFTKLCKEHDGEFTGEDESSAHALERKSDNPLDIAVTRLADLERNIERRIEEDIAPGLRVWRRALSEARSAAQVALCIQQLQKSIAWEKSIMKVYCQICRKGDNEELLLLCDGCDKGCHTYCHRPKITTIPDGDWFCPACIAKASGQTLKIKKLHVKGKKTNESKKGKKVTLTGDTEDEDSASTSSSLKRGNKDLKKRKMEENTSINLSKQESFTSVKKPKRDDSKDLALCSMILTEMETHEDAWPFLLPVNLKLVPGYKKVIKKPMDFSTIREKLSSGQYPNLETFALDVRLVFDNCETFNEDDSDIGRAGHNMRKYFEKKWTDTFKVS
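BAZ2B 50 nM plus b-H3(5-23)K14Ac 50 nM, PBS pH 7.4/0.01% Tween-20, 30 min RT; compound added (max 110 uM), 30 min RT; streptavidin donor/Ni-chelate acceptor beads 10 ug/mL final, 20 min dark; AlphaScreen read.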
HP1b chromo inh = HP1-beta chromodomain-methylated histone interaction inhibition; P83916; AlphaScreen HP1-beta / biotin-H3K9me3 peptide binding; Potency, µM (titrated, usually from 114 µM), for inactives: top-dose activity change, negative = inhibition, hits mostly inhibitors; hit rate 0.56% among 390,000; AID 540317; note: potency is the fitted concentration of half-maximal effect; nearly all actives have a fitted effect of over 70% in size; inactives centre near 23
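AlphaScreen: HP1-beta (50 nM) preformed 30 min with biotin-H3(1-18)K9me3 peptide (50 nM) in PBS pH 7.4, 0.01% Tween-20. Compound added for 30 min at RT, then streptavidin donor/nickel chelate acceptor beads (10 ug/mL) for 30 min.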
* hit, by the source's call; i = inactive; u = inconclusive; x = no result given; [ ] = remark or other dose. Unless noted, calls come from the whole dose curve; as a rule, active = well fitted curve in the direction sought with a large enough effect; inconclusive = small, poorly fitted or top-dose-only effect, or another doubt; inactive = no such curve, though single readings can be large; an effect the other way counts as inactive or inconclusive.

Pin1 inhibitor	ERG Ets-DNA blk	JMJD2A Tudor	GLS inh	Tb PGK inh	PI4K2A block	G9a block	BAZ2B inh	HP1b chromo inh	molecule
2%	-4%	39%[activator]	1%	i	-2	-4%[12.7 µM]	34%	68%[activator]	COc1ccc(CCNC(=O)c2oc3ccccc3c2C)cc1
2%	-9%	-11%	2%	-6%	-2	41%	-11%	21%	O=C(c1ccc2oc(CCCc3ccccc3)nc2c1)N1CCCC(CCCO)C1 (stereo unspecified)
16%	-7%	-2%	-2%	4%	-3	-8%[59 µM]	3%	25%	O=C1CC(c2ccccc2)C(=O)N1c1cccc(O)c1 (stereo unspecified)
u	-6%	-27%	9%	-8%	0	u	-34%	16%	Cc1nc(-c2ccccc2)sc1-c1nc(-c2cccnc2)ncc1S(=O)(=O)c1ccccc1
0%	x	-11%	5%	-9%	-1	-7%[12.7 µM]	9%	21%	Cc1ccc(CN(C)C(=O)CSc2nnc3n2CCCCC3)c(C)c1
2%	11%	-14%	-9%	-4%	0	7%[12.7 µM]	4%	47%[activator]	CCCCn1c(N)c(N(CC(C)C)C(=O)c2cnccn2)c(=O)[nH]c1=O
-3%	-1%	6%	-1%	i	0	x	40µM*	32%	COc1ccc(C(=O)[C@H]2[C@H]3C(=O)N(c4ccc(C)cc4)C(=O)[C@H]3C3C=CC=NN32)cc1 (stereo partly specified)
-3%	1%	-35%	0%	-4%	3	u	u	-20%	O=C(c1ccccc1)N1CCN(c2ccc([N+](=O)[O-])c(NCC3CCCO3)c2)CC1 (stereo unspecified)
3%	x	-11%	1%	1%	0	7%	8%	25%	CCCN(CC(=O)Nc1ccccc1OC)C(=O)CCC(=O)c1ccc(F)cc1
-8%	1%	-14%	-3%	-3%	-4	1%[59 µM]	2%	28%	CC1CCN(C(=O)c2ccc(N(C)S(C)(=O)=O)cc2)CC1
u	2%	-26%	-6%	-14%	0	10%	-1%	7%[57 µM]	COc1ccc(-c2nn(-c3ccccc3)cc2/C=C/C(=O)O)cc1[N+](=O)[O-]
-7%	6%	-12%	-1%	2%	3	x	-20%	29%	COC(=O)c1ccc(NC(=O)CCN2C(=O)CSC2=O)cc1
-1%	1%	-28%	1%	-1%	5	27%[59 µM]	u	-4%	CON/C=C(\C=Nc1ccc(C(F)(F)F)cc1)c1ncc(C(F)(F)F)cc1Cl
5%	-13%	-4%[11.4 µM]	-2%	-3%	-2	x	x	54%[activator]	CCOc1cc2[nH]c(=S)n(CCCN3CCN(C)CC3)c(=O)c2cc1OCC
4%	x	-5%	1%	3%	1	15%[59 µM]	10%	25%	C=C1N(c2ccccc2)C(=O)OC1(C)C
-6%	3%	-14%	-3%	-10%	2	-10%[2.33 µM]	6%	7%	COc1ccccc1CNC(=O)CCS(=O)(=O)c1ccc2c(c1)CCCN2C(C)=O
-1%	2%	-28%	-3%	6%	3	-11%	-22%[57.1 µM]	18%	Cc1sc(NC(=O)c2ccco2)c(C(c2cccnc2)N2CCN(C)CC2)c1C (stereo unspecified)
1%	-8%	-10%	4%	1%	0	14%	1%	20%	Cc1oc2ccc(OCc3ccccc3Cl)cc2c1C(=O)O
3%	-22%	1%	20%	i	-3	4%	-3%	33%	CC12CCC(C(=O)NNc3ccc([N+](=O)[O-])cc3)(OC1=O)C2(C)C (stereo unspecified)
-1%	1%	-19%	7%	-2%	-1	-8%	-15%	4%	CSc1cccc(NC(=S)N2CCC(N(C)C(C)C)CC2)c1
2%	-6%	2%	-1%	i	-3	14%[12.7 µM]	-1%	61%[activator]	COc1cc(C(=O)N2CCN(c3ccccc3F)CC2)ccc1OCC(=O)N1CCOCC1
1%	17%	-34%	0%	-3%	-1	u	-35%	22%	Cc1ccc(-c2nc(CSCC(=O)N3CCN(c4ccccn4)CC3)c(C)o2)cc1
1%	17%	-15%	-1%	-1%	-6	-7%	-3%	31%	COc1ccc(C(=O)NCCN2C(=O)S/C(=C\c3cccnc3)C2=O)cc1[N+](=O)[O-]
1%	x	-10%	4%	x	-1	41%[12.7 µM]	4%	8%	O=C(CN1CCOCC1)Nc1ccccc1
0%	x	-2%	-2%	x	4	15%[59 µM]	-1%	65%[activator]	O=C(O)C1CCCCC1C(=O)Nc1cccc(C(=O)N2CCCCC2)c1 (stereo unspecified)
5%	1%	-10%	4%	-5%	0	12%[59 µM]	-5%	29%	COc1cccc(C(=O)Nc2c(C)nn(-c3ccccc3)c2C)c1
-3%	-2%	3.5µM*	-3%	i	8	6%[0.501 µM]	32µM*	u	COc1ccc(C(OCC(O)CNCCc2ccccc2)c2ccc(OC)cc2)cc1 (stereo unspecified)
1%	-1%	2%	2%	2%	-1	u	19%	30%	Cc1ccnc(NC(=O)COC(=O)C2COc3ccccc3O2)n1 (stereo unspecified)
24%	11%	u	-10%	-9%	8	x	x	u	Cc1cc(C(=O)Nc2sccc2C(N)=O)c(C)o1
-8%	-4%	-15%[57.1 µM]	-3%	14%	-2	0%	0%	12%	COc1ccccc1NC(=O)C(C)NS(=O)(=O)c1ccc(Cl)cc1 (stereo unspecified)
-17%	-7%	0%	-12%	-9%	1	-1%[59 µM]	4%	46%[activator]	Cc1cc(=O)[nH]c2nnc(SCC(=O)Nc3ccc(F)cc3F)n12
27%	0%	-13%	-1%	-1%	4	50µM*	-8%	2%	O=C(CSC1=Nc2ccccc2C2=NC(Cc3c[nH]c4ccccc34)C(=O)N12)NC1CCCCC1 (stereo unspecified)
1%	-8%	-17%	-7%	i	-4	13%[59 µM]	-27%	7%	O=c1c2ccccc2nc(SCc2cc([N+](=O)[O-])cc3c2OCOC3)n1-c1ccccc1
2%	-2%	10%[57.1 µM]	-1%	-7%	1	-1%[59 µM]	9%	40%[activator]	CC(=O)Nc1ccc(NC(=S)NC(=O)c2ccc([N+](=O)[O-])c(C)c2)cc1
-3%	4%	-2%	16%	1%	-4	28%	-1%	17%	O=C(NN1C(=O)C2C(C1=O)C1C=CC2C12CC2)c1ccccc1Cl (stereo unspecified)
16%	8%	-11%[11.4 µM]	-3%	0%	-6	x	-23%	16%	Cc1ccc(N/C(N)=N/c2nc(CSc3ccccn3)cc(=O)[nH]2)c(C)c1
4%	x	6%	-2%	5%	-1	-20%	1%	39%	O=C(CSCc1ccccc1)N1CCN(S(=O)(=O)c2cccc(F)c2)CC1
-1%	-1%	-3%	-2%	i	-3	24%	9%	23%	COc1ccc(C(C)NC(=O)C23CC4CC(CC(C4)C2)C3)cc1 (stereo unspecified)
3%	-3%	-8%	4%	-5%	1	9%	3%	1%	CCc1ccc(OCC(=O)Nc2ccc3oc(=O)ccc3c2)cc1
5%	0%	2%	-1%	i	0	22%[59 µM]	1%	33%	COc1ccc(OC)c(NS(=O)(=O)c2ccc(NC(C)=O)cc2)c1
-11%	-5%	-15%	-2%	-10%	5	3%[59 µM]	5%	29%	CCC1Oc2ccccc2N(CC(=O)Nc2ccc3c(c2)OCCO3)C1=O (stereo unspecified)
x	-2%	-24%	12%	-13%	1	x	-3%	8%	O=C(Nc1ccccc1O)c1cccc(NC(=O)c2ccco2)c1
0%	21%	-2%	16%	-6%	-7	16%	-1%[57.1 µM]	16%[57 µM]	COc1ccc2sc(NCc3ccccc3)nc2c1
-4%	-4%	-1%[57.1 µM]	1%	6%	2	8%	-1%[57.1 µM]	-12%	O=C(NC1CC2CCCC(C1)N2C(=O)Nc1ccc(Cl)c(C(F)(F)F)c1)C1CC1 (stereo unspecified)
26%	2%	-18%	6%	-1%	6	u	x	11%	CC(C)OC(=O)c1cc(C(=O)c2cc(Br)ccc2O)coc1=N
4%	4%	u	-5%	6%	1	x	x	-4%	COc1ccc(S(=O)(=O)Oc2ccc3cccc(N)c3c2)cc1
3%	-12%	-16%	1%	-1%	0	x	-5%	36%	O=S1(=O)CCC(NC(=S)Nc2ccc3ccccc3c2)C1 (stereo unspecified)
-6%	-6%	17%	-7%	-5%	5	3%[59 µM]	-1%	24%	Cc1cc(NC(=O)Cn2nc(C(F)(F)F)c3c2CCCC3)no1
2%	-1%	-5%	0%	-8%	-3	11%	7%	67%[activator]	CCc1ccc(NC(=O)NC(C)c2ccc3c(c2)OCO3)cc1 (stereo unspecified)
-7%	-3%	5%	-4%	-5%	8	u	5%	38%	CCn1c(NC)cc(=O)n(C)c1=O
-10%	5%	-21%[57.1 µM]	-2%	-4%	3	1%[12.7 µM]	-1%	44%[activator]	O=C(O)C1CC=CCC1C(=O)NCCc1ccccc1 (stereo unspecified)
-3%	7%	-5%	0%	-4%	11	-6%	-10%	22%	C=CCN(Cc1cc(OC)ccc1OC)S(=O)(=O)N(C)C
-5%	-3%	2%	13%	-15%	0	0%[59 µM]	-14%	30%	Cc1c(-c2ccccc2)[n+](=O)c2c(n1[O-])CCC2
-3%	-9%	-7%	-2%	i	-2	22%[2.33 µM]	8%	53%[activator]	CN(C)C1=NCCN1CCc1ccccc1
-1%	6%	-17%	-9%	i	-8	8%	1%	36%	Cc1ccc(CS(=O)Cc2ccc(C(=O)NCc3ccccc3)o2)cc1 (stereo unspecified)

Screening data as filed in PubChem BioAssay.

Not a hit list (roughly 11% active in at least one column).
